M1 ag = human M1 muscarinic receptor agonism; actives 0.33% (n = 360,000); activation, % at 3 µM; P11229; CHO-K1 hM1, Fluo-8 calcium fluorescence, agonist mode; 0% DMSO, 100% acetylcholine EC100; AID 588814;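 active = activation above the run's mean compound activation plus 3 SD, cut at about 16% in these data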;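 also: peak over basal fluorescence ratio within a 140 s kinetic read after compound addition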
Target sequence (P11229 whole entry, looked up): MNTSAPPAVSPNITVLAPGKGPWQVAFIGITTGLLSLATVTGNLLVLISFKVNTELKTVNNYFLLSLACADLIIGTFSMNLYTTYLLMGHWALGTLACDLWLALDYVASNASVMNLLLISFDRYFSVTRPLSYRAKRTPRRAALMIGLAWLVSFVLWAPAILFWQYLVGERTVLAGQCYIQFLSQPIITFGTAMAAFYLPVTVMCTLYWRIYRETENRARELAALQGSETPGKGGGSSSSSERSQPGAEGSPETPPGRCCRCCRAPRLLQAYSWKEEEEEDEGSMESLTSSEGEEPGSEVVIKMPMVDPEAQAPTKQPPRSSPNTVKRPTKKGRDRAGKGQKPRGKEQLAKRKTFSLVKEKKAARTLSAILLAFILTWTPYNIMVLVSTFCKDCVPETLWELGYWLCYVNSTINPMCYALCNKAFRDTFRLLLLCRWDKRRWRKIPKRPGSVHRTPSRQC
CHO parental Ca = signal in parental CHO cells, OX1R antagonist counter-screen | parental CHO-K1, ATP-induced calcium, Fluo-8 fluorescence | inhibition, % at 5.6 µM | actives 0.63% (n = 330,000) | AID 463079;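 active = inhibition above that plate's mean sample inhibition plus 3 SD, cut at about 26% in these data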;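 also: 0% = ATP-challenged DMSO wells and 100% = DMSO wells without ATP; some compounds past the cut are filed as inactive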
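Test system: untransfected parental CHO cell line. Compound: one dose, 5.6 µM nominal. Detection: intracellular calcium via Fluo-8 no-wash fluorescent dye. Measure: % inhibition. Benchmarks: ATP-challenged DMSO wells low, unchallenged DMSO wells high.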
CHO-K1 Ca ag = nonselective activator or artifact in parental CHO-K1 cells | AID 602248 | activation, % at 3 µM | Fluo-8 calcium fluorescence; scaled to maximal ATP response, vehicle zero | actives 0.48% (n = 360,000); in the data active = activation above about 15%;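 also: untransfected CHO-K1 host cells lacking M1 receptor as counterscreen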
TAAR1 antagonist = antagonists of human TAAR1; Q96RJ0; CHO RD-HGA16 TAAR1, Fluo-8 calcium fluorescence, antagonist; inhibition, % at 3 µM; actives 1.5% (n = 360,000); AID 624466;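 active = inhibition above a per-plate cutoff, the mean inhibition of test compounds on that plate plus 3 SD, cut at about 49% in these data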;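 also: 0% = DMSO plus EC80 beta-PEA response and 100% = DMSO alone without agonist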
Target sequence (Q96RJ0 whole entry, looked up): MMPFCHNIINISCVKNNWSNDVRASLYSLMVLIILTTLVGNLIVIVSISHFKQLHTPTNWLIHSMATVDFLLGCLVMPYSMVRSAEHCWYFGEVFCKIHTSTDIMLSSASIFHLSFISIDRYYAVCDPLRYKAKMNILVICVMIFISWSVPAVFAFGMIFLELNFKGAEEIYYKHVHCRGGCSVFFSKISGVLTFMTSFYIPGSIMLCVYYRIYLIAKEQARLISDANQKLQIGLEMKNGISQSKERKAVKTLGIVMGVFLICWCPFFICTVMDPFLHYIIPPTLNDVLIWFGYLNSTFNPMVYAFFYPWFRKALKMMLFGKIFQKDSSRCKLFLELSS
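Assay system: RD-HGA16 CHO cells with stable hTAAR1 and Gα16 / Reagent: EC80 β-phenethylamine stimulus / Doses: 3 µM, single point / Timing: dye loading 75 min at 37 °C, then 30 min room temperature / Measured by: Fluo-8 intracellular calcium dye fluorescence, real-time kinetic reads / Controls: vehicle wells and EC80 agonist wells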
CHO-K1 Ca antag = counter-screen for M1 antagonists: effect in parental CHO-K1 cells; ATP-induced calcium, Fluo-8 fluorescence; inhibition, % at 3 µM; actives 0.6% (n = 360,000); AID 602250;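 active = inhibition above a per-plate cutoff, the plate's mean sample inhibition plus 3 SD, cut at about 24% in these data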;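 also: 0% = DMSO plus EC80 ATP and 100% = DMSO alone without ATP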
TAAR1 ag = human TAAR1 agonism; Q96RJ0; CHO RD-HGA16 TAAR1, Fluo-8 calcium fluorescence; vehicle wells 0%, saturating PEA agonist 100%; activation, % at 3 µM; actives 0.99% (n = 360,000); AID 624467;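 active = activation above the mean activation of all test compounds in the run plus 3 SD, cut at about 38% in these data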
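Assay system: CHO-derived RD-HGA16 cells with stable Gα16 and human TAAR1; timing: 17-24 h seeding, 75 min 37 °C dye, 30 min RT; read-out: % activation from peak over basal fluorescence ratio, DMSO-to-PEA scaled; measured by: kinetic Fluo-8 calcium fluorescence; benchmarks: low control DMSO, high control PEA (EC100); doses: 3 µM single concentration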
CHO-K1 Ca PAM = nonselective activator or artifact in parental CHO-K1 calcium assay; ATP EC20, Fluo-8 calcium fluorescence; 0% at ATP EC20, 100% at ATP max; activation, % at 3 µM; actives 0.02% (n = 360,000); AID 602247;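 active = activation above the run cutoff, the mean activation of all test compounds plus 3 SD, cut at about 40% in these data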;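 also: peak over basal fluorescence ratio in a 140 s read after ATP addition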
M1 PAM = potentiates human M1 receptor response to acetylcholine; CHO-K1 hM1, Fluo-8 calcium fluorescence, ACh EC20; 0% = ACh EC20, 100% = maximal ACh; activation, % at 3 µM; P11229; actives 0.088% (n = 360,000); AID 588819; in the data active = activation above about 19%, passing the limit was not always enough
M1 antag = antagonists of human M1 muscarinic receptor; CHO-K1 hM1, Fluo-8 calcium fluorescence, ACh EC80 antagonist; inhibition, % at 3 µM; actives 1.3% (n = 360,000);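 active = percent inhibition above its own plate's cutoff, namely the mean of that plate's compound wells plus 3 SD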;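 also: peak over basal fluorescence ratio during 140 s after agonist addition; 0% = ACh EC80 plus DMSO and 100% = DMSO alone without agonist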
Numbers without * were called inactive; nt = no result given; & = joins results of further samples.

(1) Cc1ccc(C)c(NC(=S)N2CCN(S(C)(=O)=O)CC2)c1
(2) O=C(/C=C\Nc1ccccn1)c1ccccc1
(3) Fc1ccc(-c2ccc3c(c2)C2CC3CCN2Cc2ccc3c(c2)OCO3)cc1 (stereo not given)
(4) Cc1nnc(NN)n(N)c1=O
(5) O=C(Cn1cnc2ccccc2c1=O)Nc1ccc2c(c1)CCC2

screen / no.,1,2,3,4,5
M1 ag,-2,-4,-1,-5,-3
CHO parental Ca,nt,-8,nt,-18,-13
CHO-K1 Ca ag,0.5,1.3,1.1,0.9,0.9
TAAR1 antagonist,-11,-4,-5,8,-11
CHO-K1 Ca antag,10,-18,-6,-12,-15
TAAR1 ag,1,5,1,2,7
CHO-K1 Ca PAM,-6,20,9,21,18
M1 PAM,-2,4,-1,8,8
M1 antag,2,-23,3,-3,-7

(6) COc1cccc(NC(=O)Cc2ccccc2)c1
(7) CCOc1ccccc1CNC(=O)CCCc1cn(C)c2ccccc12
(8) O=C(NCc1cccnc1)Nc1ccccc1F
(9) Cc1ccccc1Cn1c(NC2CCCC2)nc2c1c(=O)[nH]c(=O)n2C
(10) Cc1ccnc(NS(=O)(=O)c2ccc(NC(=O)C3CCCNC3=O)cc2)n1 (stereo not given)

screen / no.,6,7,8,9,10
M1 ag,-6,-2,-1,-7,-3
CHO parental Ca,-12,0,-17,-6,-13
CHO-K1 Ca ag,-0.6,3.7,0.2,0.4,0.5
TAAR1 antagonist,17,8,1,6,6
CHO-K1 Ca antag,2,6,-16,10,-16
TAAR1 ag,9,0,10,0,3
CHO-K1 Ca PAM,8,14,16,6,7
M1 PAM,8,0,5,3,5
M1 antag,-7,8,-7,-10,-8

(11) Cc1c(O)cnc2nn(-c3ccccc3)c(=N)n12
(12) COc1ccc(-c2ccc(-c3noc(-c4cccc(OC)c4)n3)c(OC)n2)cc1
(13) O=C(c1ccccc1NS(=O)(=O)c1ccccc1[N+](=O)[O-])N1CCOCC1
(14) CCOc1ccccc1NC(=S)N1CCC(NC(=O)c2ccco2)CC1
(15) O=C(O)CCc1cccnc1

screen / no.,11,12,13,14,15
M1 ag,-2,-2,-3,-6,0
CHO parental Ca,nt,-9,10,2,3
CHO-K1 Ca ag,0.5,0.1,-0.1,0.7,0.5
TAAR1 antagonist,-28,3,-6,0,-2
CHO-K1 Ca antag,7,-10,8,-11,-1
TAAR1 ag,0,3,2,4,0
CHO-K1 Ca PAM,-5,11,-7,8,2
M1 PAM,6,-9,-8,7,16
M1 antag,0,13,6,-11,-15

(16) COc1ccc(N2CCN(C(=S)Nc3ccc(S(N)(=O)=O)cc3)CC2)cc1
(17) Cc1nnc(NCC=Cc2ccccc2)s1
(18) CC(=O)Nc1ccc(NC(=O)COc2ccccc2C(=O)Nc2cccc(Cl)c2Cl)cc1
(19) COc1ccc(C(C(=O)NC2CCCCC2)N(Cc2ccco2)C(=O)c2ccccn2)c(OC)c1 (stereo not given)
(20) CCOc1ccc(NC(=O)NNC(=O)C(C)Oc2ccccc2OC)cc1 (stereo not given)

screen / no.,16,17,18,19,20
M1 ag,-1,-12,-5,-4,-3
CHO parental Ca,8,nt,nt,-28,-13
CHO-K1 Ca ag,0.6,0.4,-0.3,1.7,0.6
TAAR1 antagonist,6,-4,39,-8,-12
CHO-K1 Ca antag,-22,-3,17,-8,1
TAAR1 ag,2,5,9,1,1
CHO-K1 Ca PAM,21,15,-10,12,9
M1 PAM,8,1,2,3,11
M1 antag,-10,0,2,-1,-10

(21) CCCc1nnc(NC(=O)CCC(=O)N2CCN(Cc3cc(Cl)ccc3OC)CC2)s1
(22) Cc1ccc(C(C#N)c2ccc3c(C(F)(F)F)cc(C(F)(F)F)nc3n2)cc1 (stereo not given)
(23) CCOc1cc(NC(=S)Nc2ccccc2OC)c(OCC)cc1NC(=O)c1ccccc1C
(24) CC(C)(C)c1ccc(OCC(=O)NNC(=O)Nc2ccccc2)cc1
(25) O=C(NCCN1CCOCC1)/C(=C/c1ccco1)NC(=O)c1ccccc1

screen / no.,21,22,23,24,25
M1 ag,-4,-2,0,-5,-3
CHO parental Ca,-33,-26,-19,-4,-12
CHO-K1 Ca ag,0.1,0.3,0.1,3.4,0.1
TAAR1 antagonist,-18,12,-7,3,-6
CHO-K1 Ca antag,-10,-2,16,-4,-3
TAAR1 ag,6,4,4,0,0
CHO-K1 Ca PAM,7,11,8,7,-13
M1 PAM,4,-11,8,8,4
M1 antag,2,14,1,-13,-4

(26) COC(=O)c1ccc(/C=N/Nc2nc3ccccc3[nH]2)cc1
(27) CCOC(=O)c1[nH]c(C)c(C(=O)OC(C)C(=O)Nc2ncc(Cl)cc2Cl)c1C (stereo not given)
(28) CCN(CC)S(=O)(=O)c1cc(NC(=O)CN2C(=O)NC(C)(c3ccccc3)C2=O)ccc1C (stereo not given)
(29) COc1c(C)cccc1C(=O)NCc1ccc2c(c1)OCO2
(30) O=C1C2C3C=CC(C3)C2C(=O)N1c1ccccc1OS(=O)(=O)c1ccccc1 (stereo not given)

screen / no.,26,27,28,29,30
M1 ag,-9,-2,-1,2,-5
CHO parental Ca,-24,-4,-7,-11,-16
CHO-K1 Ca ag,2.1,1.6,1.0,1.1,0.7
TAAR1 antagonist,12,-5,-11,-8,1
CHO-K1 Ca antag,2,0,-14,9,4
TAAR1 ag,10,13,0,2,-1
CHO-K1 Ca PAM,11,12,-8,11,-5
M1 PAM,-2,5,7,11,11
M1 antag,-6,-3,-9,-12,-10

(31) CC(=O)Nc1ccc(S(=O)(=O)N2CCCC3CCCCC32)cc1 (stereo not given)
(32) CCC(C)[C@H](N)c1nnc(SCC(=O)c2ccc(Cl)cc2)o1 (stereo not given in full)
(33) COc1ccc(-c2nc3ccc(C)cc3c(=O)o2)cc1OC
(34) Cc1cccc(-n2c(O)c(C=NCCCN3CCOCC3)c3ccccc3c2=O)c1
(35) O=C(OCc1cccc(F)c1)c1cc2ccccc2cc1O

screen / no.,31,32,33,34,35
M1 ag,-4,-5,-2,-3,-3
CHO parental Ca,-13,-4,3,-5,-16
CHO-K1 Ca ag,0.5,1.7,1.0,0.0,0.1
TAAR1 antagonist,-2,5,-4,11,7
CHO-K1 Ca antag,-5,-12,-13,-5,0
TAAR1 ag,13,7,-1,5,2
CHO-K1 Ca PAM,-1,4,-2,17,6
M1 PAM,5,-6,8,11,9
M1 antag,-9,2,-12,-5,-17

(36) COc1ccc(C(=O)N/C(=C\c2ccccc2)C(=O)NCc2cccnc2)cc1
(37) O=C(CSc1ccc(-c2cccc([N+](=O)[O-])c2)nn1)N1CCCCCC1
(38) Clc1ccccc1-c1nnc(-c2ccc3c(c2)OCO3)o1
(39) CCOc1ncccc1C(=O)OCc1nnc(-c2ccccc2)o1
(40) NC(=O)NOCc1ccccc1F

screen / no.,36,37,38,39,40
M1 ag,-2,-5,-5,-4,-4
CHO parental Ca,0,-17,-17,-9,-2
CHO-K1 Ca ag,-0.4,2.7,1.8,1.1,0.2
TAAR1 antagonist,-13,-29,-5,9,-2
CHO-K1 Ca antag,-11,-8,-8,4,-1
TAAR1 ag,0,8,2,16,9
CHO-K1 Ca PAM,2,2,4,7,-2
M1 PAM,14,2,4,4,2
M1 antag,-7,-4,-2,-6,-3

In another format: 4 of the compounds above
no.	smiles	M1 ag	CHO parental Ca	CHO-K1 Ca ag	TAAR1 antagonist	CHO-K1 Ca antag	TAAR1 ag	CHO-K1 Ca PAM	M1 PAM	M1 antag
36	COc1ccc(C(=O)N/C(=C\c2ccccc2)C(=O)NCc2cccnc2)cc1	-2	0	-0.4	-13	-11	0	2	14	-7
37	O=C(CSc1ccc(-c2cccc([N+](=O)[O-])c2)nn1)N1CCCCCC1	-5	-17	2.7	-29	-8	8	2	2	-4
38	Clc1ccccc1-c1nnc(-c2ccc3c(c2)OCO3)o1	-5	-17	1.8	-5	-8	2	4	4	-2
39	CCOc1ncccc1C(=O)OCc1nnc(-c2ccccc2)o1	-4	-9	1.1	9	4	16	7	4	-6

The list goes on:
(41) CC1(C)C(=O)OC(c2c(F)c(F)c(F)c(F)c2F)C2(CCCCC2)C1=O (stereo not given)
(42) CCC12CN(S(=O)(=O)c3ccc(C)cc3)CC(CC)(CN(S(=O)(=O)c3ccc(C)cc3)C1)C2=O
(43) CN(C)C(=O)C(=O)c1cccn1-c1cccc(Cl)c1C#N
(44) Cc1ccc(C(=O)OCCN2CCN(c3ncc(C(F)(F)F)cc3Cl)CC2)cc1
(45) CCCCCCSc1cc(-c2nc3ccc(C)cn3c2NCc2ccccc2)ccc1OC

screen / no.,41,42,43,44,45
M1 ag,6,-7,-4,-3,-2
CHO parental Ca,-21,-23,-8,-8,20
CHO-K1 Ca ag,0.0,0.3,-0.2,0.5,0.0&1.7
TAAR1 antagonist,-6,-13,7,0,13
CHO-K1 Ca antag,-1,-7,15,-8,-23&-8
TAAR1 ag,9,1,3,1,-2
CHO-K1 Ca PAM,-6,12,-11,8,19&7
M1 PAM,14,-3,-7,2,7
M1 antag,-41,5,7,-1,5

(46) COc1ccc(C(=O)CSc2ccc(-c3ccccc3)nn2)cc1
(47) CCCCNC(=O)c1ccc(/C=C2\Oc3ccccc3N(C)C2=O)cc1
(48) COC(=O)c1ccc(NC(=O)Cn2c(-c3nonc3N)nc3ccccc32)cc1
(49) Cn1c(SCC(=O)C(C)(C)C)nnc1-c1ccccn1
(50) Cc1cc(NC(=O)c2cc([N+](=O)[O-])cc([N+](=O)[O-])c2)no1
(51) COc1cccc(N2C(=O)Nc3ccc(Br)cc3C2(O)C(=O)NCCN(C)C)c1 (stereo not given)

screen / no.,46,47,48,49,50,51
M1 ag,-5,-4,-3,-4,1,-4
CHO parental Ca,-11,-23,-9,-4,-9,7
CHO-K1 Ca ag,0.0,0.1,1.7,-0.1,-0.5,1.4
TAAR1 antagonist,-16,-20,-8,-4,-29,-19
CHO-K1 Ca antag,-6,0,-3,2,9,-6
TAAR1 ag,1,0,5,4,1,3
CHO-K1 Ca PAM,14,-2,13,-3,-16,8
M1 PAM,0,8,5,-2,11,13
M1 antag,-11,-8,-4,7,-19,-4

From PubChem
